Bioassay records from PubChem.
M1 antag = antagonists of human M1 muscarinic receptor; CHO-K1 hM1, Fluo-8 calcium fluorescence, ACh EC80 antagonist; inhibition, % at 3 µM; 360,000 compounds, 1.3% hits; AID 588852;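 active means percent inhibition above its own plate's cutoff, namely the mean of that plate's compound wells plus 3 SD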;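 further: peak over basal fluorescence ratio during 140 s after agonist addition; 0% = ACh EC80 plus DMSO and 100% = DMSO alone without agonist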
V1aR counter = V1a receptor agonism, counter-screen for OXTR agonists. activation, % at 3 µM. CHO-V1R cells, Fluo-8 calcium fluorescence, agonist mode; 0% DMSO, 100% 3 nM vasopressin. P37288. AID 2797. 320,000 compounds, 0.25% hits;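 active means activation above the mean activation of all tested compounds plus 3 SD, per screening run, cut at about 20% in these data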;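 further: signal is peak over basal fluorescence ratio across a 100 second FLIPR read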
CHRM1 agonist = agonists of human M1 muscarinic receptor. P11229. CHO-K1 hM1, Fluo-8 calcium fluorescence, agonist mode; 0% DMSO, 100% acetylcholine EC100. AID 588814. activation, % at 3 µM. 360,000 compounds, 0.33% hits;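 active means activation above the run's mean compound activation plus 3 SD, cut at about 16% in these data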;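 further: peak over basal fluorescence ratio within a 140 s kinetic read after compound addition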
OXTR potentiate = human OXTR potentiation. AID 2445. P30559. activation, % at 3 µM. 320,000 compounds, 0.061% hits. CHO-OTR cells, Fluo-8 calcium fluorescence, potentiator mode; 0% = oxytocin EC15, 100% = EC100;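 active means activation above that plate's cutoff, the mean activation of tested compounds plus 3 SD, cut at about 6.6% in these data, passing the limit was not always enough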;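 further: 100% uses oxytocin at 75 nM as the full agonist control; some results filed as inactive read as strong as hits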
Target sequence (P30559 whole entry, looked up): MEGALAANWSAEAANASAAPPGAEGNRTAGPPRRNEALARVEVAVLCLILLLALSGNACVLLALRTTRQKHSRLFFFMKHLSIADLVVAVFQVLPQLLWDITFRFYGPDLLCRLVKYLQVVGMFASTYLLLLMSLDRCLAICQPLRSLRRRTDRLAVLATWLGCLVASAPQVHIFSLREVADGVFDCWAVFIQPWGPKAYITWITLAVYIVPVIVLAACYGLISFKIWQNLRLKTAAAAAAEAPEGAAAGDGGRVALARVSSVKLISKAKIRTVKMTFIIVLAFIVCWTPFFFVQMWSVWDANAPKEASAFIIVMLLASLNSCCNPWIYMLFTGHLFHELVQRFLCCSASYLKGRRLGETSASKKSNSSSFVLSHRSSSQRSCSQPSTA
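Assay system: CHO cell line stably expressing human OTR | Also added: Oxytocin at about EC15, sub-maximal agonist stimulus | Times: Compound 6 min at room temperature before oxytocin, 100 s read | Measured by: Fluo-8 intracellular calcium fluorescence, ex 470-495, em 515-575 nm | Controls: EC15 oxytocin alone as 0%, 75 nM oxytocin as 100%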
OXTR agonist = human OXTR agonism; activation, % at 3 µM; P30559; 320,000 compounds, 0.32% hits; CHO-OTR cells, Fluo-8 calcium fluorescence; normalized: DMSO 0%, oxytocin 100%;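 active means activation above the mean of all tested compounds plus 3 SD, cutoff set per screening run, cut at about 20% in these data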;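 further: peak over basal fluorescence ratio from a 100 s FLIPR kinetic read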
TAAR1 antag = antagonists of human TAAR1 | Q96RJ0 | CHO RD-HGA16 TAAR1, Fluo-8 calcium fluorescence, antagonist | inhibition, % at 3 µM | 360,000 compounds, 1.5% hits | AID 624466;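 active means inhibition above a per-plate cutoff, the mean inhibition of test compounds on that plate plus 3 SD, cut at about 49% in these data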;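 further: 0% = DMSO plus EC80 beta-PEA response and 100% = DMSO alone without agonist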
Target sequence (Q96RJ0 whole entry, looked up): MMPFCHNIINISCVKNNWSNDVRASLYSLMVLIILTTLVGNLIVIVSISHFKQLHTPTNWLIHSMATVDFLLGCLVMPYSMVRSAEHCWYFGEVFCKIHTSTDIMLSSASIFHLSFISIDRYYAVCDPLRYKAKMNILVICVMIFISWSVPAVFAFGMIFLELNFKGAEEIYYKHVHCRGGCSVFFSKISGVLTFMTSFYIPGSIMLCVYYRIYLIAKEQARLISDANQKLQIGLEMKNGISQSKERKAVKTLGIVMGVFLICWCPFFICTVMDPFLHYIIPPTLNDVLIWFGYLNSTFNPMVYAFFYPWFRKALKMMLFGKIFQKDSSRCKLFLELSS
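System: RD-HGA16 CHO cells with stable hTAAR1 and Gα16 | Probe or stimulus: EC80 β-phenethylamine stimulus | Dosing: 3 µM, single point | Times: Dye loading 75 min at 37 °C, then 30 min room temperature | Measured by: Fluo-8 calcium-sensitive fluorescence | Read-out basis: % inhibition of agonist calcium response | Replicates: n of 1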
M1 PAM = human CHRM1 positive allosteric modulation; activation, % at 3 µM; P11229; CHO-K1 hM1, Fluo-8 calcium fluorescence, ACh EC20; 0% = ACh EC20, 100% = maximal ACh; 360,000 compounds, 0.088% hits; in the data active means activation above about 19%, passing the limit was not always enough
TAAR1 agonist = agonists of human TAAR1. Q96RJ0. CHO RD-HGA16 TAAR1, Fluo-8 calcium fluorescence; vehicle wells 0%, saturating PEA agonist 100%. activation, % at 3 µM. 360,000 compounds, 0.99% hits. AID 624467;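 active means activation above the mean activation of all test compounds in the run plus 3 SD, cut at about 38% in these data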
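test system = CHO RD-HGA16 cells carrying human TAAR1 plus Gα16 | schedule = 17-24 h seeding, 75 min 37 °C dye, 30 min RT | compound dosing = 3 µM single concentration | control set = DMSO and PEA EC100 | replicates = n 1 | signal = Fluo-8 fluorescence, 5 s baseline then 140 s kinetic read | measure = percent activation vs PEA EC100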
CHO parental Ca = counter-screen: ATP calcium response change in parental CHO cells. parental CHO-K1, ATP-induced calcium, Fluo-8 fluorescence. inhibition, % at 5.6 µM. 330,000 compounds, 0.63% hits. AID 463079;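 active means inhibition above that plate's mean sample inhibition plus 3 SD, cut at about 26% in these data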;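 further: 0% = ATP-challenged DMSO wells and 100% = DMSO wells without ATP; some compounds past the cut are filed as inactive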
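Assay system – parental CHO cells · Reagent – ATP stimulus · Detection – intracellular calcium via Fluo-8 no-wash fluorescent dye · Evaluation – percent inhibition of ATP-evoked calcium rise, normalized to controls · Controls – ATP wells versus no-ATP DMSO wells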
An asterisk follows results filed as active; x = no result given.

Start of the data: the first 2 entries, to show the layout:
SMILES	M1 antag	V1aR counter	CHRM1 agonist	OXTR potentiate	OXTR agonist	TAAR1 antag	M1 PAM	TAAR1 agonist	CHO parental Ca
C/C=C/c1ccc2c(c1)O[C@H](CN(C)CC1CCOCC1)[C@@H](C)CN([C@H](C)CO)S2(=O)=O	-11	x	-3	x	x	-10	4	2	x
CSc1cccc(NC(=O)COC(=O)c2ccccn2)c1	-9	1.3	-4	1	-0.3	-11	6	5	-8

The list itself, previewed entries included:
SMILES	M1 antag	V1aR counter	CHRM1 agonist	OXTR potentiate	OXTR agonist	TAAR1 antag	M1 PAM	TAAR1 agonist	CHO parental Ca
C/C=C/c1ccc2c(c1)O[C@H](CN(C)CC1CCOCC1)[C@@H](C)CN([C@H](C)CO)S2(=O)=O	-11	x	-3	x	x	-10	4	2	x
CSc1cccc(NC(=O)COC(=O)c2ccccn2)c1	-9	1.3	-4	1	-0.3	-11	6	5	-8
Cc1ccc(NC(=O)CSc2nnc(C3COc4ccccc4O3)o2)c(Cl)c1 (configuration not stated)	8	6.8	2	-3	6.0	-4	0	10	2
Cc1ccc(-c2nn3c(C)nnc3s2)cc1NC(=O)C(C)C	-5	-0.1	0	-7	-0.2	-28	9	1	-13
Cc1cccc(C(=O)c2c(N)sc3c2CCCC3)c1	0	-0.2	-6	-9	-1.5	1	11	-3	-19
COc1ccc(CCNC(=O)CN(C)S(=O)(=O)c2cccs2)cc1OC	-4	0.9	1	-9	2.9	-10	8	3	-8
Cc1nc2ccc(C(=O)O)cc2c2c1CC(C)S2 (configuration not stated)	-69	0.3	3	-5	0.3	-1	15	3	5
CCN1CCN(c2ccc(S(=O)(=O)N3CCCCC3)cc2NC(=O)COc2ccccc2)CC1	6	-1.4	-7	3	-0.5	9	-8	3	-24
Cn1c(CCN2CCN(c3ccccn3)CC2)nc2cc(NC(=O)COc3ccc(Cl)cc3)ccc21	95*	19	1	-7	11	35	-24	13	3
CCc1ccccc1NC(=O)Nc1ccc(F)cc1	-4	7.3	-4	-3	2.3	14	7	8	-4
Cc1ccc(C(=O)c2c[nH]c(C(=O)NCc3cccnc3)c2)cc1	-1	0.3	-2	-11	0.5	18	7	5	-13
O=C(NCc1ccco1)c1ccccc1NS(=O)(=O)c1ccc(Cl)s1	3	8.1	2	-9	12	4	-4	8	-3
CC(=O)Nc1ccc(S(=O)(=O)n2nc(-c3ccc(C)cc3)nc2N)cc1	-10	2.4	0	-21	0.7	27	-1	11	-6
Cn1c(=O)n(C)c2cc(NC(=O)CCl)ccc21	-19	0.0	0	-13	-0.6	-5	13	17	-8
O=C(NCC(=O)N1CCCCCCC1)c1ccc(Br)o1	-16	0.5	-2	-9	-0.3	-3	7	2	-16
COc1ccc(N=Cc2c(O)n(-c3cccc(C)n3)c(=O)c3ccccc23)cc1	3	-1.0	-4	2	-1.6	-9	0	2	-11
NC(=O)COC(=O)CC(NC(N)=O)c1ccc(Cl)cc1 (configuration not stated)	2	-0.1	-2	-8	-0.6	10	5	0	-7
Cc1ccc(NC(=O)CNC(=O)c2cccc(Cl)c2)nc1	-5	-0.2	-1	2	1.8	-16	8	3	-22
COc1ccc2c(CC(=O)NC(Cc3ccc(Cl)cc3)C(=O)O)cc(=O)oc2c1C (configuration not stated)	-7	x	-2	x	x	-19	9	3	x
O=C(C1CC(=O)N(c2ccc(Br)cc2)C1)N1CCCC1 (configuration not stated)	1	0.7	-3	2	-0.9	-17	1	1	4
CC(=O)N1CCCc2ccc(NS(=O)(=O)c3ccc(C)cc3)cc21	1	6.1	0	-15	8.1	-8	-3	17	-16
NS(=O)(=O)c1ccc(CCNC(=O)NC2(C(F)(F)F)Oc3ccccc3O2)cc1	13	-0.5	-4	-7	-0.3	-5	-3	10	-2
C=CCS/C(=N\n1cnc2ccccc2c1=O)N(CC)CC	-6	0.9	-2	7	-0.2	5	4	14	-12
CCc1ccc(-c2csc(NC(=O)COC(=O)CCc3nc4ccccc4s3)n2)cc1	x	0.8	x	-8	-0.9	x	x	x	-10
COC(=O)CC1COc2ccccc2N1C(=O)c1ccc(Cl)cc1 (configuration not stated)	-4	-0.2	-7	-5	-2.7	0	2	8	-19
O=[N+]([O-])c1ccc(-c2ncc(-c3ccc(Br)cc3)o2)cc1	-8	-1.6	-4	-1	-0.4	-20	7	0	2
O=C(Nc1ncc(Cc2ccc(C(F)(F)F)cc2)s1)c1ccc(-c2cccc([N+](=O)[O-])c2)o1	10	-0.3	-9	-5	-0.4	-20	-7	-1	-13
O=C(O)C(c1ccccc1)N1C(=O)/C(=C\c2ccc(-c3ccccc3Cl)o2)SC1=S (configuration not stated)	-3	5.2	-2	-16	0.2	9	5	7	-4
COc1ccc(NC(=O)c2cnc(C)cn2)cc1-n1cnnn1	-19	0.9	-1	-2	0.2	4	4	7	4
O=[N+]([O-])c1ccc(-c2c(O)c3ccccc3c3nc4ccccc4nc23)cc1	-3	0.2	-6	-5	0.6	-17	7	3	2
COc1ccc2[nH]c(=O)c(CN(Cc3ccco3)C(=O)c3ccccc3)cc2c1	-6	-0.9	-3	-11	-2.8	6	3	-2	-34
O=C1C2=C(Nc3ccccc3SC2c2ccco2)c2ccccc21 (configuration not stated)	3	0.0	-2	-9	-2.9	36	3	2	-15
N/C(=N\OC(=O)/C=C/c1ccccc1Cl)c1cccnc1	-5	-2.2	-3	0	-1.2	-10	-1	1	-37
Cc1cccc(N2CC(C(=O)Nc3cccc(S(=O)(=O)N4CCCCC4)c3)CC2=O)c1C (configuration not stated)	6	1.2	-4	-12	-0.6	24	-3	5	-7
COc1cc(/C=N/NC(=O)c2ccc(F)cc2)ccc1OC(=O)c1ccco1	-4	-0.2	-3	-11	-0.2	2	8	3	-14
O=C(Nc1ccsc1C(=O)O)c1ccc(Cl)cc1	2	0.3	-4	5	-1.4	-19	2	-2	-7
COc1ccc(N2CCN(CC(=O)N3CCC(C)CC3)CC2)cc1	3	0.3	-5	2	-0.8	-1	3	1	2
CCCCCCCC(=O)N/N=C/c1ccco1	10	0.2	-3	-7	-1.1	-8	-8	8	-9
Clc1ccc(OCc2nn3c(-c4ccncc4)nnc3s2)cc1	4	1.1	0	-2	1.5	3	-1	25	-22
COc1cc(OC)c(C(=O)/C=C/c2ccccc2)c(O)c1O	-2	2.1	-4	-4	2.3	18	-2	0	-11
COc1ccc(C(C(=O)NCc2ccccc2)N(Cc2cccs2)C(=O)c2cnccn2)cc1 (configuration not stated)	27	1.8	1	-6	-1.4	53*	-6	21	-20
NC(=O)C1CCN(C(=O)c2ccc(NC3=NC4CS(=O)(=O)CC4S3)cc2)CC1 (configuration not stated)	9	1.0	-3	-2	1.2	3	-6	1	-4
O=C(CN1CCc2ccccc2C1)Nc1ccccc1N1CCCCCC1	17	0.2	-8	-7	-1.2	x	-18	x	-20
O=C(CSc1nnc(CNc2ccc(Cl)cc2)n1Cc1ccccc1)NCc1ccco1	-6	8.1	-2	-11	9.4	14	8	13	-2
Nc1nc(N)nc(-c2cc([N+](=O)[O-])ccc2O)n1	-8	0.5	0	5	2.4	-13	10	7	2
CC(C)NC(=O)CSc1nc(N)c(NC(=O)c2ccccc2F)c(=O)[nH]1	-2	0.4	-3	-1	0.9	10	8	1	-4
O=C(Nc1cccc(F)c1)c1cc(S(=O)(=O)NCCC2=CCCCC2)ccc1F	0	0.8	-7	-3	-1.2	7	1	5	-30
CC(C)(C)c1ccc(C(=O)Nc2ccc(CN3CCS(=O)(=O)CC3)cc2)cc1	-11	6.1	-1	-11	3.8	-6	11	1	-18
O=C(c1ccc(Cl)c(S(=O)(=O)N2CCOCC2)c1)N(c1ccccn1)C1CCCCC1	7	-1.6	-2	-4	-0.8	-17	0	0	-13
Cc1noc(C)c1S(=O)(=O)Nc1ccc(O)c2c(=O)cc(-c3ccccc3Cl)oc12	-5	-1.1	-7	-5	-0.8	-5	-1	5	-7
Cc1ccc(S(=O)(=O)N(C)CCN(C)S(=O)(=O)c2ccc(C)cc2)cc1	-6	x	5	x	x	-3	5	0	x
COc1cc(/C=N/Nc2nncn2/N=C/c2ccc(O)c(OC)c2)ccc1O	-7	0.9	-5	-10	-0.3	6	7	5	-11
C[C@H]1CN(C2CCCCC2)C(=O)[C@@H]1CC(=O)NCc1ccccc1	-13	-0.5	0	-8	-0.7	-8	10	14	-20
COc1ccc(CCN(Cc2cc3ccc(C)cc3n3nnnc23)C(C)=O)cc1OC	-5	0.9	-4	-11	0.2	-5	-7	2	-10
O=C(NCCCN1CCOCC1)c1nn(-c2ccccc2)c(=O)c2ccccc12	-21	-0.2	0	-4	0.3	-12	8	1	-6
Cc1nc2c3ccccc3n(CC(=O)c3ccc(F)cc3)c(=O)n2n1	-3	1.0	-3	-5	2.3	10	7	3	-13
C[C@H](CO)N1C[C@H](C)[C@@H](CN(C)S(=O)(=O)c2ccc(F)cc2)Oc2c(NC(=O)Nc3ccc4c(c3)OCO4)cccc2C1=O	6	0.5	-6	1	0.1	38	-3	7	-24
COC(CC(=O)NNC(=S)Nc1ccccc1)OC	7	-0.1	0	-2	1.2	-2	5	6	3
CN(C)C(CNc1ncnc2sccc12)c1cccs1 (configuration not stated)	20	1.4	-6	-7	1.6	0	-6	2	-26
CCOC(=O)N1CCN(C(=O)C2CCN(S(=O)(=O)N3CCCC3)CC2)CC1	-8	0.0	-2	1	0.3	5	6	-3	-6

Following part:
SMILES	M1 antag	V1aR counter	CHRM1 agonist	OXTR potentiate	OXTR agonist	TAAR1 antag	M1 PAM	TAAR1 agonist	CHO parental Ca
CC1CCCN(C(=O)C(C)Sc2nc(-c3ccccc3)cc(C(F)(F)F)n2)C1 (configuration not stated)	-1	-2.1	-8	-2	-2.0	6	-5	-2	22
CCOc1ccc2c(O)csc2c1	-10	0.3	-3	-12	-0.9	-19	10	-2	0
Oc1csc(Cc2nc(-c3ccc4ccccc4c3)cs2)n1	-17	-0.2	-1	-12	-0.7	2	16	5	0
CC(=O)c1cccc(NC(=O)Cc2coc3cc4c(cc23)CCC4)c1	4	4.4	-5	-15	5.1	-13	-6	13	-8
CC1(C)OC(=O)C(=CNCCc2ccc(O)cc2)C(=O)O1	-6	1.1	-9	-14	0.4	9	16	7	-7
Cc1cccc(NC(=O)NCC(c2ccc(F)cc2)N2CCN(C)CC2)c1 (configuration not stated)	-7	1.6	-4	-3	1.1	-8	11	2	-27
